Assay outcomes deposited in PubChem by several laboratories.
UHRF1 binding – UHRF1 methyl-DNA binding inhibition | Q96T88 | UHRF1 binding to methylated oligo, TR-FRET | inhibition, % at 4.4 µM | 0.75% of 370,000 active | AID 687016; in the data active means inhibition above about 21%;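 further: UHRF1 SRA domain binding a hemimethylated CpG hairpin DNA probe; 0% = median of test compound wells and 100% = reference inhibitor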
SIAE primary – human SIAE inhibition, primary screen; Q9HAT2; SIAE FP-Rh probe binding, fluorescence polarization; inhibition, % at 9.66 µM; 0.69% of 370,000 active;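 active means inhibition above a cutoff: mean of compounds within the control limits plus 3 SD of those, cut at about 17% in these data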;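 further: 0% = plate median of compound wells and 100% = probe without SIAE protein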
TCR CD3 inh – blocks the human TCR-CD3 interaction. TAMRA-labeled TCR probe fluorescence, biochemical. inhibition, % at 9.4 µM. 0.37% of 360,000 active; in the data active means inhibition above about 19%;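 further: recombinant mutant TCR 2C K166C tagged with TAMRA read by polarization; 0% = receptor in buffer alone and 100% = receptor with positive control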
mABHD4 FP – inhibits mouse alpha/beta hydrolase domain 4 | Q8VD66 | purified mABHD4, FP-Rh probe fluorescence polarization | inhibition, % at 8.92 µM | 0.54% of 370,000 active | AID 720543;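 active means inhibition exceeding the mean over every tested compound plus 3 SD, cut at about 30% in these data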;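 further: 0% = plate median of compound wells and 100% = S159A mutant with DMSO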
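System: mouse ABHD4 enzyme, wild type / Medium: HEPES pH 7.0, NaCl, Pluronic buffer / Reagent: FP-Rh activity-based fluorescent probe / Control set: S159A mutant high control, sample median low control / Detection: fluorescence polarization with parallel and perpendicular emission, 525/598 nm / Schedule: 45 min + 60 min at 25 °C / Compound dosing: 8.92 µM, single dose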
rCAG RNA binder – molecules binding r(CAG) RNA repeats; AID 651821; inhibition, % at 3 µM; r(CAG) RNA repeat, TO-PRO-1 dye displacement fluorescence; 1.3% of 370,000 active;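 active means inhibition above the plate cutoff, the mean of all test compounds on that plate plus 3 SD, cut at about 35% in these data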;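 further: 0% = DMSO alone and 100% = 100 µM mitoxantrone as full dye displacement; higher means more dye released from RNA so lower well fluorescence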
MBD2 DNA inh – blocks human MBD2 binding to methylated DNA | TR-FRET, MBD2 binding to methylated oligonucleotide | inhibition, % at 4.4 µM | 0.31% of 370,000 active | Q9UBB5; in the data active means inhibition above about 13%
NPR2 activator – GC-B (human) receptor activation | HEK293-GC-B cells, CNP EC30, cGMP TR-FRET; 0% at EC30 CNP, 100% saturating CNP | 0.11% of 370,000 active | activation, % at 10 µM;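 active means activation at 10 µM reaching about 35% in either raw or pattern-adjusted values, limit read from the data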
Target sequence (P20594 whole entry, looked up): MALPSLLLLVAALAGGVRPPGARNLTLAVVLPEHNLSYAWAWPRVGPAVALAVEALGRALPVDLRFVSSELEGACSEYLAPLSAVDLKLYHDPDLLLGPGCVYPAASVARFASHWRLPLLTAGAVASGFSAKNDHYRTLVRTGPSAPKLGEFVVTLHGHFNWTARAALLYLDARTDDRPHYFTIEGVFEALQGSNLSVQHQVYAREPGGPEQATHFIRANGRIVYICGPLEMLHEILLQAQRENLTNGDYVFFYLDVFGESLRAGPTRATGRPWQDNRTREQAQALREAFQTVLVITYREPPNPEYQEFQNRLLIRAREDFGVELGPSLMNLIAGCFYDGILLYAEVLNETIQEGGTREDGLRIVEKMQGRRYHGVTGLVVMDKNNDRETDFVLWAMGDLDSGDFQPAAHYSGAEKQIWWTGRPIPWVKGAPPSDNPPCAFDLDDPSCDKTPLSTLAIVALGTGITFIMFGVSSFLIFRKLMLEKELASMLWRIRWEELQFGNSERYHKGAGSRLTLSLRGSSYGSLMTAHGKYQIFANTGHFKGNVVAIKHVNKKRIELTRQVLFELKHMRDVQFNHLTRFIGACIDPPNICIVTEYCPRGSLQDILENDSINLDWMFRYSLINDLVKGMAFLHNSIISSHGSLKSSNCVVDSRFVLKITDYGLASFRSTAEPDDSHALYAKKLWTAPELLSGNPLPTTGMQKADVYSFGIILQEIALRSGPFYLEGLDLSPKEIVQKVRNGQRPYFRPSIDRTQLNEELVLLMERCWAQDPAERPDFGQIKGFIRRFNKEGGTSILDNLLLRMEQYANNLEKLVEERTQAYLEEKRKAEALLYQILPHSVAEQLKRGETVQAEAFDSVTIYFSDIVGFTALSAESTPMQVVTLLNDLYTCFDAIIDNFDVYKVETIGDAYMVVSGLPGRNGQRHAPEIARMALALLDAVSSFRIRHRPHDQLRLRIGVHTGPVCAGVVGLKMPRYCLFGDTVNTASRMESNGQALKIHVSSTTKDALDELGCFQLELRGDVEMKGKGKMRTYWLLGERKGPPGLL
HTRA1 inh – blocks human HTRA1 serine peptidase | Q92743 | AID 504803 | inhibition, % at 5.96 µM | 0.5% of 340,000 active | recombinant HTRA1, FP-rhodamine activity-based probe, fluorescence polarization; in the data active means inhibition above about 36%;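 further: 0% = enzyme with DMSO and 100% = wells lacking enzyme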
PRMT1 inh – inhibitors of human PRMT1; Q99873; AID 652257; 1.3% of 370,000 active; inhibition, % at 2.79 µM; recombinant PRMT1, activity-based probe fluorescence polarization;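 active means inhibition above about 21% made by adding two undisclosed values, limit read from the data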
NPR1 activator – GC-A (human) enzyme activation; HEK293 GC-A cells, cGMP TR-FRET, EC30 ANP; 0% at EC30 ANP, 100% saturating ANP; 0.14% of 370,000 active; activation, % at 10 µM; in the data active means activation above about 40%
An asterisk follows results filed as active; nt = not tested or not shown.

Keys – A = UHRF1 binding; B = SIAE primary; C = TCR CD3 inh; D = mABHD4 FP; E = rCAG RNA binder; F = MBD2 DNA inh; G = NPR2 activator; H = HTRA1 inh; I = PRMT1 inh; J = NPR1 activator
1	O=[N+]([O-])c1ccc(N2CCNCC2)c(S(=O)(=O)N2CCOCC2)c1
  A: -2 | B: 5 | C: 5 | D: 2 | E: 3 | F: -6 | G: -1 | H: 2 | I: 2 | J: 2
2	CC(C)CN1C2CCCC1CC(NC(=O)c1ccc([N+](=O)[O-])cc1)C2 (stereo not given)
  A: 2 | B: -5 | C: 1 | D: 3 | E: -2 | F: -1 | G: 2 | H: 9 | I: -1 | J: 2
3	O=C(O)CCC(=O)NCCc1cccc(Cl)c1
  A: 5 | B: 1 | C: -1 | D: 2 | E: 1 | F: 0 | G: 1 | H: 5 | I: 5 | J: 5
4	CN(C)c1cccc(C(=O)Nc2nc3ccccc3[nH]2)c1
  A: 1 | B: 3 | C: 3 | D: 15 | E: 4 | F: -2 | G: -5 | H: 6 | I: 0 | J: 5
5	CCc1cccc(CC)c1N1C(=O)CC(Sc2ccccc2N)C1=O (stereo not given)
  A: -2 | B: -4 | C: 1 | D: 1 | E: 0 | F: -4 | G: -1 | H: 2 | I: -1 | J: -3
6	Cc1ccc(C(=O)Oc2coc(CSc3nnc(NC(=O)c4cccs4)s3)cc2=O)cc1C
  A: -1 | B: -14 | C: 5 | D: 3 | E: 69* | F: -1 | G: -2 | H: -9 | I: -1 | J: -5
7	C[C@@H]1CC2OC(=O)[C@@]3(C)C(=O)CC[C@@](C)(C23)[C@@]1(O)CCc1ccoc1 (stereo not given in full)
  A: 2 | B: -1 | C: 1 | D: -5 | E: -1 | F: -6 | G: 5 | H: 11 | I: -5 | J: 1
8	CC(=O)N1CCC2(CC1)C(C#N)=C(N)Oc1n[nH]c(CSc3ccc(C)cc3)c12
  A: 2 | B: -1 | C: -1 | D: 10 | E: 3 | F: 2 | G: 6 | H: 4 | I: 1 | J: 4
9	C#CCSc1nnc(-c2ccccc2)c(=O)[nH]1
  A: -3 | B: -1 | C: 6 | D: -9 | E: 0 | F: 3 | G: -5 | H: 2 | I: 2 | J: 0
10	Cc1ccc(NC(=O)C(C)OC(=O)CCN=C2NS(=O)(=O)c3ccccc32)cc1 (stereo not given)
  A: 4 | B: -3 | C: -6 | D: 4 | E: 1 | F: 4 | G: -2 | H: -6 | I: 2 | J: -2
11	Cc1ccc2nc(NC(=O)COC(=O)c3ccncc3)sc2c1
  A: -2 | B: -1 | C: -2 | D: 8 | E: 6 | F: 0 | G: -4 | H: -18 | I: 1 | J: 0
12	C[C@@H]1C[C@@H]2O[C@H]2CCCCC(=O)Cc2cc(O)cc(O)c2C(=O)O1
  A: 2 | B: 5 | C: nt | D: 0 | E: 3 | F: 3 | G: -4 | H: nt | I: -1 | J: -1
13	CC1CCN(CC(=O)Nc2ccc(Cl)cc2[N+](=O)[O-])CC1
  A: 0 | B: 5 | C: 6 | D: 4 | E: -4 | F: 5 | G: 0 | H: -4 | I: -4 | J: -1
14	C=CCn1c(CSCc2ccc(C)cc2)nnc1SCC(=O)NCc1ccccc1
  A: 4 | B: -2 | C: -4 | D: -13 | E: -2 | F: 2 | G: -4 | H: -4 | I: 4 | J: -4
15	COc1ccc(-c2ccc3c(N)c(C(=O)c4cccc(OC)c4)sc3n2)cc1
  A: 9 | B: -9 | C: -5 | D: -10 | E: 31 | F: 7 | G: 2 | H: -13 | I: 10 | J: -5

Full records as entered above. Values in the order: UHRF1 binding, SIAE primary, TCR CD3 inh, mABHD4 FP, rCAG RNA binder, MBD2 DNA inh, NPR2 activator, HTRA1 inh, PRMT1 inh, NPR1 activator
O=[N+]([O-])c1ccc(N2CCNCC2)c(S(=O)(=O)N2CCOCC2)c1 is listed with -2, 5, 5, 2, 3, -6, -1, 2, 2, 2
C[C@@H]1CC2OC(=O)[C@@]3(C)C(=O)CC[C@@](C)(C23)[C@@]1(O)CCc1ccoc1 (stereo not given in full) is listed with 2, -1, 1, -5, -1, -6, 5, 11, -5, 1
Cc1ccc2nc(NC(=O)COC(=O)c3ccncc3)sc2c1 is listed with -2, -1, -2, 8, 6, 0, -4, -18, 1, 0

Next part:
Keys – A = UHRF1 binding; B = SIAE primary; C = TCR CD3 inh; D = mABHD4 FP; E = rCAG RNA binder; F = MBD2 DNA inh; G = NPR2 activator; H = HTRA1 inh; I = PRMT1 inh; J = NPR1 activator
16	COc1cccc(/C=C/C(=O)OCC(=O)NCCC2=CCCCC2)c1
  A: 37* | B: 2 | C: 3 | D: -8 | E: -11 | F: 1 | G: -5 | H: -16 | I: -3 | J: 0
17	CC1CC1C(=O)OCC(=O)NCc1ccccc1 (stereo not given)
  A: -1 | B: 11 | C: -7 | D: 8 | E: 4 | F: 0 | G: 2 | H: -1 | I: -4 | J: 1
18	Nc1[nH]c(C(=O)c2ccccc2)c(-c2ccc3ccccc3c2)c1C(=O)NCc1cccc2ccccc12
  A: -1 | B: 4 | C: -4 | D: 9 | E: 20 | F: 3 | G: 6 | H: nt | I: 0 | J: -3
19	COC(=O)c1c(Cl)c2n3ccccc3c(C)c(-c3ccccc3)c-2c1C(=O)OC
  A: 5 | B: 21* | C: 17 | D: 44* | E: -20 | F: -1 | G: 2 | H: 9 | I: 34* | J: 0
20	COc1ccc(Cl)cc1NC(=O)CCN1C(=O)C2CC=CCC2C1=O (stereo not given)
  A: 0 | B: 3 | C: -3 | D: -3 | E: 2 | F: -4 | G: 0 | H: 6 | I: -1 | J: 0
21	Cc1ccccc1N1CCN(c2ncnc3scc(-c4cccs4)c23)CC1
  A: -1 | B: 6 | C: 4 | D: -8 | E: 2 | F: -6 | G: -3 | H: -23 | I: -3 | J: 3
22	Cc1ccc(S(=O)(=O)N2CCC(=O)N(C(COCc3cccc(C(F)(F)F)c3)Cc3ccccc3)CC2)cc1 (stereo not given)
  A: 1 | B: -3 | C: 3 | D: -6 | E: -4 | F: -4 | G: 0 | H: -31 | I: -1 | J: -1
23	O=C(NCCN1CCOCC1)c1cc([N+](=O)[O-])cc([N+](=O)[O-])c1
  A: 6 | B: -6 | C: 0 | D: -5 | E: 0 | F: 9 | G: 4 | H: -3 | I: -2 | J: -3
24	CC(C)c1ccc(CCNC(=O)CCNS(=O)(=O)c2ccc(Br)cc2)cc1
  A: 2 | B: -3 | C: -2 | D: -1 | E: -2 | F: -5 | G: -3 | H: -1 | I: 0 | J: -4
25	COc1cc(CC(=O)Nc2ccccc2N2CCCCC2)cc(OC)c1OC
  A: 1 | B: 1 | C: -7 | D: -8 | E: -1 | F: 0 | G: 1 | H: -12 | I: 1 | J: -4
26	CC1CCCC(NCC(=O)Nc2ccc(C(N)=O)cc2)C1C (stereo not given)
  A: 3 | B: 2 | C: 2 | D: 4 | E: -5 | F: 5 | G: 1 | H: 5 | I: 3 | J: 3
27	CC(Sc1nnc(Cc2ccccc2)o1)C(=O)Nc1ccccc1[N+](=O)[O-] (stereo not given)
  A: -4 | B: 1 | C: 2 | D: -4 | E: 1 | F: -4 | G: -3 | H: 7 | I: -1 | J: -1
28	O=C1C2C(C(=O)N1c1nccs1)C1C=CC2C12CC2 (stereo not given)
  A: 2 | B: 0 | C: 4 | D: 4 | E: -3 | F: 2 | G: 1 | H: -3 | I: -1 | J: 0
29	COC(=O)c1ccc(-n2cc(-c3ccc(OC)cc3)[nH]c2=S)cc1
  A: -3 | B: -2 | C: -1 | D: -1 | E: 12 | F: -2 | G: -6 | H: -2 | I: 1 | J: -2
30	COc1ccc(OCCNS(=O)(=O)c2cccc([N+](=O)[O-])c2)cc1
  A: 1 | B: 5 | C: -6 | D: -5 | E: -1 | F: 0 | G: 1 | H: -5 | I: -2 | J: 0
31	O=C(NC1=CC(=O)c2ccccc2C1=O)c1ccccc1
  A: 2 | B: -8 | C: 4 | D: 18 | E: 4 | F: -1 | G: 7 | H: 4 | I: 37* | J: 30
32	CNC(=O)C1CCN(S(=O)(=O)c2c(C)noc2/C=C/c2cccc(C)c2)CC1
  A: -1 | B: -5 | C: 0 | D: -2 | E: 2 | F: -1 | G: -3 | H: 6 | I: -1 | J: 2
33	Cn1cccc1C(=O)NC(=O)COC(=O)c1ccccc1Sc1ccccc1C#N
  A: 1 | B: -10 | C: 8 | D: -11 | E: 0 | F: -7 | G: -8 | H: -1 | I: -1 | J: -6
34	CN(CC(=O)Nc1ccc(F)cc1)S(=O)(=O)c1ccc2c(c1)c(=O)n(C)c(=O)n2C
  A: 0 | B: 3 | C: 1 | D: 2 | E: -2 | F: -3 | G: 3 | H: -5 | I: 4 | J: 2
35	CCCNC(=O)NC(=O)CSc1nc2ccccc2n1CC(C)C
  A: 1 | B: 4 | C: -1 | D: 2 | E: -11 | F: -2 | G: -4 | H: -21 | I: 4 | J: 2
36	O=C(CSc1nc2c(sc3ccccc32)c(=O)n1CCO)NCC1CCCO1 (stereo not given)
  A: 2 | B: -1 | C: -2 | D: -3 | E: 1 | F: 2 | G: 6 | H: 2 | I: 5 | J: 0
37	C=CCSc1nc2c(c(C3CC=CCC3)c1C#N)CCC2 (stereo not given)
  A: -1 | B: -1 | C: -1 | D: -1 | E: 2 | F: 2 | G: -5 | H: 7 | I: -4 | J: -3
38	COc1ccc(C(=O)CC(c2ccccc2)C2C(=O)CCCC2=O)cc1 (stereo not given)
  A: 5 | B: -1 | C: 10 | D: 4 | E: 2 | F: -2 | G: 1 | H: 7 | I: -2 | J: 1
39	Cc1ccc(/C=N/NC(=O)c2cc3c(ccc4ccccc43)o2)o1
  A: -5 | B: -23 | C: 6 | D: -10 | E: 14 | F: -2 | G: 1 | H: -26 | I: 1 | J: 32
40	Cc1cccc(-n2ccnc2SCC(=O)Nc2nccs2)c1C
  A: -3 | B: 0 | C: -2 | D: -1 | E: -6 | F: -6 | G: -3 | H: -3 | I: -3 | J: -2
41	CN(c1cccc(NC(=O)Nc2ccc(Cl)cc2)c1)S(C)(=O)=O
  A: -5 | B: -6 | C: 6 | D: -20 | E: 8 | F: -3 | G: 3 | H: -4 | I: 0 | J: 3
42	Cn1c(N)c(C(=O)COC(=O)/C=C/c2ccccc2)c(=O)n(C)c1=O
  A: 1 | B: -4 | C: -1 | D: -3 | E: 0 | F: -2 | G: 3 | H: 1 | I: -4 | J: 1
43	O=S(=O)(c1ccc(OCC(O)CN2CCCC2)cc1)N1CCOCC1 (stereo not given)
  A: 0 | B: -4 | C: 1 | D: 5 | E: 1 | F: 2 | G: 4 | H: 10 | I: -1 | J: 4
44	CCOC(=O)C1CC(=NO)c2ccc(OC)c(OC)c2C1 (stereo not given)
  A: -2 | B: 2 | C: -1 | D: 12 | E: 9 | F: 0 | G: 1 | H: 0 | I: 2 | J: -3
45	CC1=C(C(=O)Nc2ccc(C)cc2C)C(c2cccc(Cl)c2)n2nc(C(=O)OC(C)C)nc2N1 (stereo not given)
  A: 8 | B: 0 | C: 3 | D: 5 | E: 2 | F: -6 | G: -2 | H: -3 | I: -2 | J: -5
46	Nc1nonc1-c1noc(-c2ccc(Br)o2)n1
  A: -5 | B: 0 | C: 2 | D: -4 | E: 3 | F: 2 | G: -2 | H: -4 | I: -2 | J: -17
47	O=C(O)CCSc1nnnn1-c1ccccc1
  A: 1 | B: -1 | C: -5 | D: 6 | E: 2 | F: 2 | G: 1 | H: 6 | I: 4 | J: 0
48	COc1ccc(-n2cnc3cc(C(=O)NCCN4CCOCC4)ccc32)cc1
  A: -3 | B: 1 | C: 3 | D: 3 | E: 5 | F: -1 | G: -2 | H: 0 | I: -2 | J: 1
49	CCS(=O)(=O)c1ccc2oc(SCC(=O)NCCc3ccccc3)nc2c1
  A: 0 | B: 2 | C: 1 | D: -4 | E: -3 | F: -3 | G: 0 | H: -4 | I: -7 | J: 2

An excerpt; rates above refer to the full screens.
